Mcl1-Bid inh = disrupts binding of human Mcl-1 to Bid peptide. Q07820. TR-FRET Mcl-1/Bid-Dy647 peptide binding, 1536-well. inhibition, % at 21.7 µM. hit rate 0.97% among 220,000. AID 1021;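 active means compounds that cut the binding signal by more than half at the single screening dose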;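 further: His-tagged Mcl-1 with europium anti-His antibody binding Bid BH3 peptide; 0% = Mcl-1 plus peptide wells and 100% = peptide-only wells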
Target sequence (Q07820 whole entry, looked up): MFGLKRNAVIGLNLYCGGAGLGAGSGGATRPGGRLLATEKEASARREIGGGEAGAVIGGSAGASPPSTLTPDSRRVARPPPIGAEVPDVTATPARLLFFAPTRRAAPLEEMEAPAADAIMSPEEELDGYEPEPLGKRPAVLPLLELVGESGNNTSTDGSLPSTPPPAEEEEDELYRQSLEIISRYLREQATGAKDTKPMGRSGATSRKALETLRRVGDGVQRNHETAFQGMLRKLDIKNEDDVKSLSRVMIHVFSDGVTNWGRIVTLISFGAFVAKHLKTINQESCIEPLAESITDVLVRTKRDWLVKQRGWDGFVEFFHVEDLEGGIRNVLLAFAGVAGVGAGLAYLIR
Pf gamet viab = inhibitors of late stage P. falciparum gametocyte viability; P. falciparum stage V gametocytes, ATP luminescence, 24 h; inhibition, % at 10.9 µM; hit rate 0.065% among 150,000; AID 743093;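 active means inhibition above the mean plus 3 SD of compounds within the control limits, set per campaign, cut at about 38% in these data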;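 further: 0% = DMSO wells and 100% = medium only without gametocytes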
HRas wt GTP bind = changes GTP binding to wildtype human HRas; P01112; GTP binding activity, % at 10 µM; AID 759; GST-Ras wt beads, Bodipy-FL-GTP binding, flow cytometry; actives lie on both sides; hit rate 0.14% among 190,000;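 active means GTP binding activity at least 20% away from the 100% baseline, either lowered as inhibitor or raised as activator; inconclusive means flagged as likely green fluorescent, judged across all proteins in the well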;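 further: 0% = unlabeled GTP competition control and 100% = no-compound control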
Target sequence (P01112 whole entry, looked up): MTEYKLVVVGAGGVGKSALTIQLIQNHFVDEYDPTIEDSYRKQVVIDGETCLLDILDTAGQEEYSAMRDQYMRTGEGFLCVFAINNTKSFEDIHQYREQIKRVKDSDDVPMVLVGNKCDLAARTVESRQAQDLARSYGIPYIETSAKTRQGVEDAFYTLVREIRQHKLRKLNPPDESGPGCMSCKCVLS
Rac1 mut GTP = human Rac1 activated mutant GTP binding change; P63000; GST-Rac1 activated beads, fluorescent GTP binding, flow cytometry; actives lie on both sides; 100% means binding = to untreated wells; percent activity (GTP binding), % at 10 µM; hit rate 0.11% among 190,000;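 active means GTP binding at least 20 percentage points away from the 100% baseline, in either direction, so actives lie on both sides; inconclusive means Compound likely fluorescent itself, or too few beads counted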
Bim-Mcl-1 = human Bim-Mcl-1 interaction inhibition; Q07820; Bead-based flow cytometry, Bim peptide-Mcl-1 binding; inhibition, % at 10 µM; hit rate 0.1% among 190,000; AID 1009; in the data active means inhibition above about 40%;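 further: 0% = no compound tracer wells and 100% = peptide blocker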
Rab2A wt mod = changes GTP binding to wildtype dog Rab2A, up or down | GST-Rab2 wt beads, Bodipy-GTP binding, flow cytometry | hit rate 0.19% among 190,000 | GTP binding activity, % at 10 µM | AID 760;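 active means GTP binding activity at least 20 points away from 100%, either lowered or raised; inconclusive means signal likely due to the compound's own green fluorescence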;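 further: 0% = beads with excess unlabeled GTP and 100% = no-compound control corrected for plate trend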
Avidin fluor = avidin bead compound fluorescence profile; AID 1775; hit rate 0.38% among 220,000; fluorescence (KMESF) at 10 µM; Avidin beads, compound fluorescence 488/530 nm, flow cytometry; stronger effect = higher value; in the data active means fluorescence above about 47; further: inactives centre near 10
Cdc42 wt = changes GTP binding to wildtype human Cdc42 | percent activity (GTP binding), % at 10 µM | AID 761 | P60953 | GST-Cdc42 beads, Bodipy-GTP binding, flow cytometry; actives lie on both sides | hit rate 0.2% among 190,000;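 active means percent activity GTP binding at least 20 points away from the 100% baseline, either down as inhibitor or up as activator; inconclusive means compound flagged as likely green fluorescent from well-wide comparison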;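 further: median bead fluorescence of bound Bodipy-FL-GTP at 100 nM; 0% = excess unlabeled GTP control and 100% = no compound control; below 100% means less GTP binding so inhibitor and above means activator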
Target sequence (P60953 whole entry, looked up): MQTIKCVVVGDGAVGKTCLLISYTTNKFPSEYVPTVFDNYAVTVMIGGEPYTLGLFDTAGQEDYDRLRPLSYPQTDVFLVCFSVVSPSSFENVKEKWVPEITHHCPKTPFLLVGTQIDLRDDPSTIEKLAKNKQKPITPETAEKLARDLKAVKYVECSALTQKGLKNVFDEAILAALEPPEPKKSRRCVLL
Mcl1-Noxa inh = disrupts binding of human Mcl-1 to Noxa peptide; Q07820; TR-FRET Mcl-1/Noxa peptide binding, 2 h; inhibition, % at 21.7 µM; hit rate 1.5% among 220,000; AID 1022;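 active means compounds that cut the protein-peptide binding signal by more than 50% relative to plate controls in a single-dose test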;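 further: His-tagged Mcl-1 with rhodamine Noxa BH3 peptide and terbium anti-His antibody; 0% = Mcl-1 plus Noxa peptide wells and 100% = peptide-only wells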
Rab7 wt GTP bind = dog Rab7 wildtype GTP binding, inhibitors and activators; GST-Rab7 beads, fluorescent GTP binding, flow cytometry; actives lie on both sides; untreated = 100%, excess cold GTP = 0%; GTP binding activity (percent of control), % at 10 µM; hit rate 0.055% among 190,000; AID 758;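 active means fluorescent GTP binding to Rab7 beads changed by at least 20 points from the 100% baseline, either direction, mostly lower; inconclusive means compound itself probably fluorescent, or too few beads counted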;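 further: median green fluorescence of bound Bodipy-FL-GTP per Rab7 bead population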
Rac1 wt modul = modulators of human Rac1 wildtype GTP binding | GST-Rac1 beads, fluorescent GTP binding, flow cytometry; actives lie on both sides; 0 = cold GTP competed, 100 = untreated | GTP binding activity (% of control), % at 10 µM | hit rate 0.27% among 190,000;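 active means GTP binding activity at least 20 points away from the 100% control level, either lower or higher; inconclusive means compound flagged as likely green fluorescent, judged across all proteins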
* marks the source's active call; other numbers are inactive results; ? = inconclusive; / = no result given.

SMILES | Mcl1-Bid inh | Pf gamet viab | HRas wt GTP bind | Rac1 mut GTP | Bim-Mcl-1 | Rab2A wt mod | Avidin fluor | Cdc42 wt | Mcl1-Noxa inh | Rab7 wt GTP bind | Rac1 wt modul
CCCc1nnc(NC(=O)CC(=O)OCC)s1 | -19 | 17 | 99 | 98 | -2 | 101 | 10 | 101 | 7 | 100 | 92
CCCCC(=O)NC(=S)Nc1cc([N+](=O)[O-])ccc1OC | -21 | -11 | 95 | 97 | -3 | 93 | 10 | 95 | 16 | 98 | 97
CC(C)(C)Oc1ncc(Br)c(OC(C)(C)C)n1 | 1 | / | 95 | 93 | -2 | 95 | 14 | 98 | 14 | 93 | 93
O=S(=O)(Nc1ccncc1Cl)c1ccccc1 | 3 | / | 102 | 96 | -8 | 101 | 27 | 101 | 38 | 104 | 105
COCCNC(=O)/C(=C/c1ccccc1Cl)c1ccccc1 | -3 | -59 | 102 | 101 | -4 | 102 | 6 | 103 | 2 | 104 | 106
COc1ccc(-c2cc(C(F)(F)F)nc(N3CCOCC3)n2)cc1 | 3 | / | 96 | 95 | -2 | 94 | 29 | 97 | 7 | 95 | 95
COc1ccc2nc(N=Nc3ccc(O)c4ccccc34)sc2c1 | 0 | 9 | 101 | 99 | -8 | 99 | 18 | 103 | 33 | 100 | 103
CCOc1ccc2nc(SCC(=O)N(C)C)[nH]c2c1 | -6 | 17 | 94 | 95 | 1 | 97 | 6 | 96 | 12 | 98 | 94
Cc1csc2nnc(N)n12 | 1 | / | 103 | 101 | -1 | 104 | 6 | 104 | 0 | 104 | 105
Cc1cccc(NC(=O)COc2ccccc2)c1 | 12 | / | 101 | 100 | 1 | 98 | 17 | 99 | 11 | 98 | 102
Cc1cccc(NC(=O)CSc2cc(C(=O)c3nccn3C)c3ccccc3n2)c1 | -1 | -1 | 97 | 99 | 0 | 98 | 4 | 100 | 13 | 98 | 98
CC(=O)NCCn1c(SCC(=O)OCc2ccccc2)nc2ccccc2c1=O | 6 | -7 | ? | ? | 0 | ? | 14 | ? | 17 | ? | ?
COc1ccc(-c2cc(NCc3ccccn3)n3ncnc3n2)cc1 | -12 | / | 94 | 96 | 1 | 94 | 17 | 93 | -35 | 95 | 94
CC(C)Cc1nc2oc3c(N4CCN(C)CC4)ncnc3c2c2c1CCCC2 | -32 | / | 100 | 99 | 0 | 99 | 22 | 98 | 5 | 100 | 104
O=C(CN1C(=O)c2ccccc2C1=O)Nc1ccc(S(=O)(=O)N2CCOCC2)cc1 | -41 | -5 | 95 | 93 | 0 | 97 | 3 | 92 | 19 | 99 | 95

Exported with two lines to a compound: part of the list above.
Under each structure: Mcl1-Bid inh | Pf gamet viab | HRas wt GTP bind | Rac1 mut GTP | Bim-Mcl-1 | Rab2A wt mod | Avidin fluor | Cdc42 wt | Mcl1-Noxa inh | Rab7 wt GTP bind | Rac1 wt modul
CCOc1ccc2nc(SCC(=O)N(C)C)[nH]c2c1
    -6 | 17 | 94 | 95 | 1 | 97 | 6 | 96 | 12 | 98 | 94
Cc1csc2nnc(N)n12
    1 | / | 103 | 101 | -1 | 104 | 6 | 104 | 0 | 104 | 105
Cc1cccc(NC(=O)COc2ccccc2)c1
    12 | / | 101 | 100 | 1 | 98 | 17 | 99 | 11 | 98 | 102
Cc1cccc(NC(=O)CSc2cc(C(=O)c3nccn3C)c3ccccc3n2)c1
    -1 | -1 | 97 | 99 | 0 | 98 | 4 | 100 | 13 | 98 | 98
CC(=O)NCCn1c(SCC(=O)OCc2ccccc2)nc2ccccc2c1=O
    6 | -7 | ? | ? | 0 | ? | 14 | ? | 17 | ? | ?

Additional structures follow:
SMILES | Mcl1-Bid inh | Pf gamet viab | HRas wt GTP bind | Rac1 mut GTP | Bim-Mcl-1 | Rab2A wt mod | Avidin fluor | Cdc42 wt | Mcl1-Noxa inh | Rab7 wt GTP bind | Rac1 wt modul
O=C(O)C/C=C(/NC(=O)OCc1ccccc1)C(=O)OCc1ccccc1 | 4 | 7 | 95 | 92 | -1 | 94 | 13 | 94 | 7 | 102 | 90
COCC(=O)Nc1nc(-c2ccc(C)cc2)c(C)s1 | -9 | / | 98 | 95 | 5 | 97 | 6 | 99 | 8 | 98 | 101
COc1ccc(NC(=O)Cn2cnc3c(nnn3-c3ccc(C)cc3)c2=O)cc1 | -17 | / | 101 | 97 | 1 | 101 | 11 | 96 | 5 | 114 | 100
Cc1cc(C(=O)N2CCc3c([nH]c4ccccc34)C2c2c(F)cccc2Cl)no1 (centres undefined) | -13 | -29 | 99 | 97 | -2 | 100 | 4 | 99 | 3 | 103 | 102
CCC(C(=O)Nc1ccc2c(c1)OCCO2)c1ccccc1 (centres undefined) | -1 | -10 | 97 | 93 | -1 | 94 | 11 | 95 | 6 | 100 | 99
Cc1ccc(S(=O)(=O)Nc2nc3ccccc3nc2NCc2ccc3c(c2)OCO3)cc1C | -1 | 6 | 106 | 108 | -3 | 106 | 10 | 106 | -15 | 103 | 116
CN(c1ccc(C(=O)N2CCc3ccccc3C2)cc1)S(C)(=O)=O | -24 | 13 | 100 | 99 | -3 | 100 | 22 | 106 | -18 | 98 | 105
Cn1nnc(NC(=O)c2cccc(F)c2)n1 | -11 | -36 | 102 | 101 | -2 | 99 | 9 | 100 | 15 | 101 | 108
COc1ccc(NC(C)=O)cc1NC(=O)c1ccc(C#N)cc1 | -21 | -5 | 100 | 96 | -3 | 101 | 12 | 99 | 23 | 100 | 100
CCOP(=O)(OCC)c1nc(-c2cccc3ccccc23)oc1NCc1ccccc1 | -18 | / | 102 | 101 | -3 | 103 | 17 | 102 | 19 | 100 | 105
COc1ccc(OC)c(NC(=O)CN(C)CC(=O)Nc2ccccc2Br)c1 | 20 | 16 | 103 | 99 | 0 | 99 | 27 | 96 | 18 | 104 | 100
CCc1c(C)nc2cc(C)[nH]n2c1=O | -11 | / | 102 | 100 | -4 | 104 | 15 | 103 | 6 | 109 | 104
CCOC(=O)C1CCN(c2ncnc3c2[nH]c2cccc(OC)c23)CC1 | -6 | / | 100 | 99 | 0 | 98 | 36 | 100 | 20 | 99 | 103
COc1ccc(C(=O)Nc2nc(N)n(-c3ccccc3)n2)cc1 | -1 | -14 | 101 | 100 | 1 | 100 | 12 | 103 | -1 | 96 | 109
CCOC(=O)CCc1c(C)c2ccc(OCC(=O)OC(C)C)cc2oc1=O | 2 | -2 | 103 | 98 | 0 | 99 | 13 | 104 | -26 | 103 | 104
CC(OC(=O)c1ccccc1OCc1ccc(Cl)cc1)C(N)=O (centres undefined) | -15 | 2 | 98 | 97 | 0 | 101 | 12 | 99 | -1 | 102 | 99
COc1ccc(-c2nc3ccccc3c(=O)n2CCOc2c(C)cccc2C)cc1 | 0 | 11 | 102 | 101 | -21 | 100 | 3 | 101 | -5 | 98 | 105
Cc1cc([N+](=O)[O-])ccc1NC(=S)NC(=O)Cc1ccccc1 | -16 | 0 | 101 | 101 | -1 | 101 | 20 | 106 | 14 | 103 | 105
COc1ccc2[nH]cc(CCNS(=O)(=O)c3ccc(F)cc3)c2c1 | -39 | 5 | 103 | 98 | 0 | 102 | 10 | 105 | 15 | 110 | 105
O=C(Nc1cccc(Cl)c1)c1ccc(F)c(S(=O)(=O)N2CCN(c3ccccn3)CC2)c1 | -5 | / | 100 | 97 | -1 | 101 | 10 | 99 | -12 | 103 | 106
Cc1cc(C)cc(NC(=S)Nc2ccc3cn[nH]c3c2)c1 | -66 | 11 | 99 | 97 | -22 | 97 | 2 | 98 | 12 | 101 | 101
COc1ccc(NS(=O)(=O)c2cc(OCC(N)=O)c(C)cc2Cl)cc1 | -7 | / | 97 | 100 | -4 | 99 | 13 | 100 | -3 | 94 | 103
Cn1c(=O)c2c3c(sc2n2cnnc12)CCC3 | -11 | / | 97 | 97 | 0 | 95 | 12 | 99 | 6 | 96 | 98
CC(=O)c1ccc(Oc2cc(C)nc(-n3nc(C)cc3C)n2)cc1 | 7 | -4 | 101 | 100 | 2 | 100 | 23 | 100 | 7 | 103 | 103
CC(C)CC(NC(=O)C1CCC(C)CC1)C(=O)NCc1ccccn1 (centres undefined) | 3 | / | 100 | 97 | 4 | 99 | 14 | 100 | 4 | 99 | 103
O=C1C(N2CCOCC2)=C(n2nnc3ccccc32)C(=O)c2ccccc21 | -1 | / | 98 | 95 | 0 | 99 | 9 | 100 | -10 | 99 | 97
CCc1ccc(NC(=S)N(CCCN2CCOCC2)Cc2ccco2)cc1 | -39 | 13 | 97 | 96 | -3 | 99 | 10 | 99 | -2 | 97 | 98
Cn1c(SCC(=O)Nc2sccc2C#N)nnc1-c1ccccc1 | -39 | / | 96 | 96 | 1 | 94 | 3 | 97 | 47 | 92 | 97
O=C(Nc1nccs1)c1ccc(-c2ccc(Cl)cc2)o1 | 4 | 18 | 91 | 90 | 0 | 91 | 36 | 89 | 8 | 98 | 91
O=C(CSc1nnc(-c2ccccc2)c(-c2ccccc2)n1)N1CCOCC1 | -8 | / | 103 | 100 | 1 | 104 | 11 | 103 | 2 | 103 | 103
CCC(C)Sc1cc(C)c(C#N)c2nc3ccccc3n12 (centres undefined) | 6 | 2 | 97 | 99 | -23 | 92 | 2 | 97 | 7 | 98 | 98
Cc1oc2c(c1C(=O)NCc1cccnc1)C(=O)c1ccccc1C2=O | -7 | / | 92 | 95 | -3 | 93 | 6 | 91 | 15 | 93 | 95
COc1ccc(OCC(=O)Nc2ccc(NC(=O)c3cccs3)c(OC)c2)cc1 | -11 | 25 | 90 | 92 | 1 | 94 | 11 | 85 | 14 | 101 | 87
CCOc1ccc(N(CC(=O)NCCSc2ccccn2)S(C)(=O)=O)cc1 | -6 | / | 101 | 98 | -1 | 101 | 10 | 100 | -25 | 106 | 101
CCCOC(=O)c1ccc(NC(=O)c2cn(CC)c3nc(C)ccc3c2=O)cc1 | -38 | / | 103 | 100 | -2 | 104 | 9 | 104 | -250 | 104 | 101

Assay outcomes deposited in PubChem by several laboratories.
